GSH bead fluor = GSH bead compound fluorescence profile; GSH beads flow cytometry, compound fluorescence 488/530 nm; active compounds read high; fluorescence (KMESF) at 10 µM; hit rate 0.25% among 190,000; AID 1776; in the data active means fluorescence above about 89;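 further: glutathione beads carrying GST-tagged Bcl family fusion proteins plus one bare bead set; values are compound well signal with DMSO vehicle wells as background; inactives centre near 16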
Mcl1-Bid inh = disrupts binding of human Mcl-1 to Bid peptide | TR-FRET Mcl-1/Bid-Dy647 peptide binding, 1536-well | Q07820 | hit rate 0.97% among 220,000 | inhibition, % at 21.7 µM;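 active means compounds that cut the binding signal by more than half at the single screening dose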;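 further: His-tagged Mcl-1 with europium anti-His antibody binding Bid BH3 peptide; 0% = Mcl-1 plus peptide wells and 100% = peptide-only wells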
Target sequence (Q07820 whole entry, looked up): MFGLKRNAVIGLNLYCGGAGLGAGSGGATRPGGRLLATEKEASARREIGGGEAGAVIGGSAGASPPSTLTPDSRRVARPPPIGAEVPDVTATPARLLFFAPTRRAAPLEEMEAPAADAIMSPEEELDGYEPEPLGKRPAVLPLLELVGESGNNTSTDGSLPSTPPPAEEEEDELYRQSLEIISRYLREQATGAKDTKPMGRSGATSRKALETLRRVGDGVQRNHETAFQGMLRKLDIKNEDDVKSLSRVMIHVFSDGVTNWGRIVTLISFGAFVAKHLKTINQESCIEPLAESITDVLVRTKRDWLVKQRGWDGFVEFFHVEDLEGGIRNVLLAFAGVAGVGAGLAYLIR
Rac1 act GTP bind = alters GTP binding to activated mutant human Rac1; P63000; GST-Rac1 activated beads, fluorescent GTP binding, flow cytometry; actives lie on both sides; 100% means binding = to untreated wells; percent activity (GTP binding), % at 10 µM; hit rate 0.11% among 190,000; AID 764;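 active means GTP binding at least 20 percentage points away from the 100% baseline, in either direction, so actives lie on both sides; inconclusive means Compound likely fluorescent itself, or too few beads counted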
Rac1 wt modul = alters GTP binding to wildtype human Rac1. P63000. GST-Rac1 beads, fluorescent GTP binding, flow cytometry; actives lie on both sides; 0 = cold GTP competed, 100 = untreated. GTP binding activity (% of control), % at 10 µM. hit rate 0.27% among 190,000;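 active means GTP binding activity at least 20 points away from the 100% control level, either lower or higher; inconclusive means compound flagged as likely green fluorescent, judged across all proteins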
Rab7 wt GTP bind = dog Rab7 wildtype GTP binding, inhibitors and activators | GST-Rab7 beads, fluorescent GTP binding, flow cytometry; actives lie on both sides; untreated = 100%, excess cold GTP = 0% | GTP binding activity (percent of control), % at 10 µM | hit rate 0.055% among 190,000 | AID 758;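 active means fluorescent GTP binding to Rab7 beads changed by at least 20 points from the 100% baseline, either direction, mostly lower; inconclusive means compound itself probably fluorescent, or too few beads counted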;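 further: median green fluorescence of bound Bodipy-FL-GTP per Rab7 bead population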
Pf gamet viab = kills late stage P. falciparum gametocytes; AID 743093; P. falciparum stage V gametocytes, ATP luminescence, 24 h; hit rate 0.065% among 150,000; inhibition, % at 10.9 µM;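 active means inhibition above the mean plus 3 SD of compounds within the control limits, set per campaign, cut at about 38% in these data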;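 further: 0% = DMSO wells and 100% = medium only without gametocytes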
Avidin fluor = avidin bead compound fluorescence profile. Avidin beads, compound fluorescence 488/530 nm, flow cytometry; active compounds read high. fluorescence (KMESF) at 10 µM. hit rate 0.38% among 220,000; in the data active means fluorescence above about 47; further: inactives centre near 10
HRas wt GTP = modulators of GTP binding to human HRas wildtype | P01112 | GST-Ras wt beads, Bodipy-FL-GTP binding, flow cytometry; actives lie on both sides | GTP binding activity, % at 10 µM | hit rate 0.14% among 190,000;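 active means GTP binding activity at least 20% away from the 100% baseline, either lowered as inhibitor or raised as activator; inconclusive means flagged as likely green fluorescent, judged across all proteins in the well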;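 further: 0% = unlabeled GTP competition control and 100% = no-compound control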
Target sequence (P01112 whole entry, looked up): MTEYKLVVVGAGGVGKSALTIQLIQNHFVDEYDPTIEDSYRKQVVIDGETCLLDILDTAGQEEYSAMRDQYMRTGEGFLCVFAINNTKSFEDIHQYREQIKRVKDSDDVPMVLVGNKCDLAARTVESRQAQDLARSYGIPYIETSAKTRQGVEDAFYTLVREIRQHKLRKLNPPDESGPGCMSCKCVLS
Rab2A wt mod = changes GTP binding to wildtype dog Rab2A, up or down; P61105; GST-Rab2 wt beads, Bodipy-GTP binding, flow cytometry; GTP binding activity, % at 10 µM; hit rate 0.19% among 190,000; AID 760;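 active means GTP binding activity at least 20 points away from 100%, either lowered or raised; inconclusive means signal likely due to the compound's own green fluorescence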;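 further: 0% = beads with excess unlabeled GTP and 100% = no-compound control corrected for plate trend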
Mcl1 Noxa PPI = Mcl-1/Noxa interaction inhibition | Q07820 | TR-FRET Mcl-1/Noxa peptide binding, 2 h | inhibition, % at 21.7 µM | hit rate 1.5% among 220,000;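 active means compounds that cut the protein-peptide binding signal by more than 50% relative to plate controls in a single-dose test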;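 further: His-tagged Mcl-1 with rhodamine Noxa BH3 peptide and terbium anti-His antibody; 0% = Mcl-1 plus Noxa peptide wells and 100% = peptide-only wells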
Cdc42 wt GTP = modulators (inhibitors or activators) of GTP binding to human Cdc42 wildtype; percent activity (GTP binding), % at 10 µM; P60953; hit rate 0.2% among 190,000; AID 761; GST-Cdc42 beads, Bodipy-GTP binding, flow cytometry; actives lie on both sides;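 active means percent activity GTP binding at least 20 points away from the 100% baseline, either down as inhibitor or up as activator; inconclusive means compound flagged as likely green fluorescent from well-wide comparison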;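 further: median bead fluorescence of bound Bodipy-FL-GTP at 100 nM; 0% = excess unlabeled GTP control and 100% = no compound control; below 100% means less GTP binding so inhibitor and above means activator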
Target sequence (P60953 whole entry, looked up): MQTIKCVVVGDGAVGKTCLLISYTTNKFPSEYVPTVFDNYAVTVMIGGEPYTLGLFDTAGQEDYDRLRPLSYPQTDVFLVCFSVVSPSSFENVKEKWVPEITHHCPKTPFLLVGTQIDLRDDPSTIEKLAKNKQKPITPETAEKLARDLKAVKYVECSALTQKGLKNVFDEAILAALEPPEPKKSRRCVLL
* hit, by the source's call; ? = inconclusive; · = not tested or not shown.

mol	GSH bead fluor	Mcl1-Bid inh	Rac1 act GTP bind	Rac1 wt modul	Rab7 wt GTP bind	Pf gamet viab	Avidin fluor	HRas wt GTP	Rab2A wt mod	Mcl1 Noxa PPI	Cdc42 wt GTP
O=C(COC(=O)c1ccc(NS(=O)(=O)c2cccs2)cc1O)Nc1nc2ccccc2s1	14	-43.2	91.0	96.0	103.0	-8.3	5	97.0	98.0	-1.1	95.0
Cc1[nH]n(C2=NCCS2)c(=O)c1N=Nc1cccc(C(F)(F)F)c1	15	-31.1	91.0	99.0	104.0	14.3	9	98.0	98.0	-37.1	94.0
CCC(Sc1nc(C)cc(=O)[nH]1)C(=O)Nc1nc2c(s1)CCCC2 (stereo not given)	25	3.2	96.0	97.0	95.0	-30.3	12	95.0	98.0	-8.7	96.0
CSc1nnc(C(C)c2ncc(C(F)(F)F)cc2Cl)n1C (stereo not given)	12	-25.8	93.0	95.0	97.0	20.8	9	95.0	95.0	-1.8	94.0
CCOC(=O)C1(Cc2ccc(OC)cc2)CCN(S(C)(=O)=O)CC1	17	-30.0	96.0	98.0	93.0	-6.2	9	93.0	95.0	-0.1	96.0
Cc1ccc(-c2nnc(SCC(=O)N/N=C/c3cccs3)n2-c2ccc(C)cc2)cc1	9	32.0	98.0	102.0	99.0	·	12	101.0	98.0	10.8	101.0
CC(=O)Nc1sc2c(c1C#N)CCCC2	29	-20.0	99.0	107.0	103.0	·	15	102.0	102.0	-10.2	103.0
CCOC(=O)N1CCC(NC(=O)c2cc(C(=O)NC3CCN(Cc4ccccc4)CC3)ccc2CO)CC1	25	-27.7	97.0	100.0	94.0	-13.7	9	99.0	99.0	12.4	101.0
Cc1ccc(N2CCC(N3CCN(C4CCCCC4)C(CCO)C3)CC2)cc1 (stereo not given)	10	-19.9	93.0	97.0	105.0	4.4	3	98.0	98.0	16.8	94.0
COCCCN(C(=S)Nc1ccc(OC)cc1)C(C)c1ccncc1 (stereo not given)	14	-17.0	95.0	99.0	102.0	-31.5	5	97.0	97.0	-5.2	91.0

In a second layout: results already given.
CC(=O)Nc1sc2c(c1C#N)CCCC2
  GSH bead fluor = 29
  Mcl1-Bid inh = -20.0
  Rac1 act GTP bind = 99.0
  Rac1 wt modul = 107.0
  Rab7 wt GTP bind = 103.0
  Pf gamet viab = ·
  Avidin fluor = 15
  HRas wt GTP = 102.0
  Rab2A wt mod = 102.0
  Mcl1 Noxa PPI = -10.2
  Cdc42 wt GTP = 103.0
CCOC(=O)N1CCC(NC(=O)c2cc(C(=O)NC3CCN(Cc4ccccc4)CC3)ccc2CO)CC1
  GSH bead fluor = 25
  Mcl1-Bid inh = -27.7
  Rac1 act GTP bind = 97.0
  Rac1 wt modul = 100.0
  Rab7 wt GTP bind = 94.0
  Pf gamet viab = -13.7
  Avidin fluor = 9
  HRas wt GTP = 99.0
  Rab2A wt mod = 99.0
  Mcl1 Noxa PPI = 12.4
  Cdc42 wt GTP = 101.0

Going on with the list.
mol	GSH bead fluor	Mcl1-Bid inh	Rac1 act GTP bind	Rac1 wt modul	Rab7 wt GTP bind	Pf gamet viab	Avidin fluor	HRas wt GTP	Rab2A wt mod	Mcl1 Noxa PPI	Cdc42 wt GTP
COCCNC(=O)CCC(=O)NNc1nc2ccccc2c2nc(-c3ccccc3)nn12	7	-11.3	96.0	100.0	106.0	0.9	12	99.0	97.0	24.0	98.0
COc1ccc([N+](=O)[O-])cc1NC(=O)CCN1CCN(CCO)CC1	17	-13.3	98.0	106.0	103.0	·	14	100.0	100.0	6.2	103.0
O=C(NC(=S)Nc1nc2ccccc2s1)c1ccco1	18	-65.7	100.0	99.0	98.0	0.5	8	97.0	99.0	1.8	100.0
COc1ccc(S(=O)(=O)NCCSc2ccccc2)cc1OC	10	-8.8	101.0	106.0	101.0	-8.1	32	103.0	102.0	-18.6	102.0
C(=N\n1cncn1)/c1ccc(N2CCOCC2)cc1	30	-4.3	99.0	107.0	105.0	-27.2	12	104.0	103.0	-8.5	105.0
COc1ccc(-c2cn(/N=C/c3ccc(Cl)cc3Cl)c(N)n2)cc1	16	-50.5	95.0	101.0	98.0	·	6	98.0	98.0	-13.4	99.0
Cc1ccc(-c2ccc(S(=O)(=O)NCC3CCCO3)cc2)cc1 (stereo not given)	11	-18.6	95.0	101.0	99.0	-3.7	12	95.0	92.0	-23.0	95.0
COc1ccccc1NC(=O)CC(c1ccc(OC(C)C)cc1)c1ccccc1OC (stereo not given)	19	-26.4	99.0	102.0	98.0	·	7	100.0	99.0	-11.2	100.0
CCN(CC)S(=O)(=O)c1cc(NC(=O)CSc2nc3c(cc2C#N)C(=O)CC(C)(C)C3)ccc1C	9	-39.5	96.0	98.0	95.0	·	6	95.0	94.0	-20.8	100.0
O=S(=O)(c1ccccc1)N1CCN(C(=S)Nc2ccc(F)cc2)CC1	10	-23.1	101.0	104.0	100.0	·	11	101.0	100.0	9.8	102.0
Brc1cccc(-c2nnc3sc(CN4CCCCC4)cn23)c1	11	-10.4	?	?	?	·	11	?	?	9.7	?
O=C(CSc1nnc(-c2ccccc2)c(-c2ccccc2)n1)NCc1ccco1	14	-11.9	99.0	100.0	96.0	·	4	98.0	99.0	1.1	95.0
CCCCC(C(=O)NCCC(C)C)N(CCCN1CCOCC1)C(=O)c1snc(C(N)=O)c1N (stereo not given)	13	-9.2	97.0	99.0	102.0	·	43	99.0	98.0	8.6	99.0
CCn1ccnc1CN(C)Cc1cn(-c2cc(C)ccc2C)nc1-c1ccccc1	16	-37.8	93.0	95.0	96.0	-2.9	7	96.0	95.0	11.0	98.0
Cc1nn(-c2ccccc2)c(C)c1/C=N/Nc1nc2ccccc2[nH]1	16	-90.3	101.0	98.0	101.0	-27.1	12	100.0	100.0	45.2	96.0
NC(=O)c1ccccc1OCC(=O)NS(=O)(=O)c1ccccc1	34	7.1	99.0	105.0	98.0	1.8	12	101.0	99.0	10.9	98.0
CN(CP(=O)(O)CCc1ccccc1)S(C)(=O)=O	19	-4.1	99.0	101.0	103.0	-12.4	38	102.0	101.0	6.0	101.0
O=C(Nc1ccccc1)ON=C1CCCC1	16	-65.4	102.0	105.0	103.0	7.2	8	99.0	101.0	-8.5	102.0
Cc1ccc(F)cc1NC(=O)C12CC3CC(C1)CC(n1cnc([N+](=O)[O-])n1)(C3)C2	9	5.0	98.0	98.0	101.0	-4.0	17	101.0	99.0	-1.7	99.0
CN(Cc1ccccc1)C(=O)c1ccccc1Br	9	-11.7	99.0	101.0	106.0	14.0	4	103.0	100.0	21.1	101.0

Some entries already given, reduced to Avidin fluor.
| SMILES | Avidin fluor |
| --- | --- |
| CCn1ccnc1CN(C)Cc1cn(-c2cc(C)ccc2C)nc1-c1ccccc1 | 7 |
| Cc1nn(-c2ccccc2)c(C)c1/C=N/Nc1nc2ccccc2[nH]1 | 12 |
| NC(=O)c1ccccc1OCC(=O)NS(=O)(=O)c1ccccc1 | 12 |
| CN(CP(=O)(O)CCc1ccccc1)S(C)(=O)=O | 38 |
| O=C(Nc1ccccc1)ON=C1CCCC1 | 8 |

(cont.)
mol	GSH bead fluor	Mcl1-Bid inh	Rac1 act GTP bind	Rac1 wt modul	Rab7 wt GTP bind	Pf gamet viab	Avidin fluor	HRas wt GTP	Rab2A wt mod	Mcl1 Noxa PPI	Cdc42 wt GTP
COC(=O)c1ccccc1NC(=S)N1CCC(N2CCCCC2)CC1	16	-28.0	95.0	97.0	104.0	11.0	10	98.0	100.0	-4.8	99.0
Cc1cccc(C)c1NC(=O)C(C)c1ccc(-c2ccccc2)c(F)c1 (stereo not given)	16	12.9	94.0	98.0	98.0	·	24	97.0	94.0	-9.2	94.0
CC(C)CCNC(=O)CN(Cc1ccc2c(c1)OCO2)C(=O)Cn1nnc(-c2cccs2)n1	19	-13.8	99.0	109.0	102.0	·	32	99.0	102.0	-9.2	105.0
c1ccc2c(c1)CCN(c1nc3cc4c(cc3s1)OCO4)C2	22	1.4	97.0	99.0	98.0	·	16	99.0	101.0	42.2	100.0
COc1ccccc1/C=C(/CC(=O)NCc1ccc2c(c1)OCO2)c1nc2ccccc2s1	6	7.8	99.0	100.0	100.0	5.5	7	100.0	101.0	21.3	96.0
COc1ccc(/C=N/Nc2ncnc3c2[nH]c2ccccc23)c(OC)c1OC	7	48.6	99.0	98.0	95.0	6.6	10	96.0	93.0	54.8*	98.0
O=C(c1ccccc1)N1CCN(c2nc3ccc([N+](=O)[O-])cc3s2)CC1	21	-16.9	93.0	98.0	95.0	-14.5	10	96.0	93.0	19.7	93.0
O=C(CSc1ccccc1C(=O)O)NCc1ccco1	17	-7.4	99.0	103.0	107.0	·	7	104.0	104.0	-19.1	104.0
CCOC(=O)C1=C(C)NC(=NC)SC1c1ccccc1 (stereo not given)	17	-23.0	?	?	?	5.3	3	?	?	-3.4	?
Cn1cnnc1SCC(=O)Nc1ccc(F)cc1F	12	6.2	99.0	99.0	95.0	·	12	95.0	97.0	6.6	97.0
Cc1nn2c(-n3ccnc3C)c3c(nc2c1-c1ccccc1)CCC3	39	-6.0	101.0	106.0	101.0	·	6	103.0	101.0	-0.9	103.0
COc1ccc(C2Nc3ccccc3C(=O)N2NC(C)=O)cc1OC (stereo not given)	11	-6.2	98.0	103.0	97.0	·	13	99.0	99.0	9.4	97.0
Cc1ncoc1C(=O)N1CCCC(C(=O)c2cccc3ccccc23)C1 (stereo not given)	10	-11.4	96.0	102.0	98.0	20.8	9	99.0	99.0	6.6	98.0

Screens (PubChem BioAssay)
